Screening results deposited in PubChem by several laboratories.
IDE act = IDE (human) activation, cell-based; P14735; HEK cells, FAbeta-B cleavage, fluorescence polarization; 0% vehicle, 100% cell-free pure enzyme wells; activation, % at 5.96 µM; 340,000 tested, 0.073% active; AID 493087;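 active = activation above the mean of all tested compounds plus 3 SD, set per screening campaign, cut at about 17% in these data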
VIM-2 inhibitor = inhibitors of Pseudomonas aeruginosa VIM-2 metallo-beta-lactamase; purified VIM-2, nitrocefin hydrolysis, epi-absorbance fluorescence; inhibition, % at 5.6 µM; 290,000 tested, 0.89% active; AID 1527;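 active = inhibition above the mean of all tested compounds plus 3 SD, cutoff set per screening run, cut at about 7.5% in these data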;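 also: red hydrolysis product quenches plate fluorescence so inhibitors raise well fluorescence; 0% = enzyme with DMSO and 100% = DMSO without enzyme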
PHOSPHO1 inh = inhibitors of human PHOSPHO1 phosphatase; Q8TCT1; inhibition, % at 13.3 µM; 290,000 tested, 1.1% active; AID 1565; recombinant PHOSPHO1, absorbance phosphatase assay; in the data active = inhibition above about 60%
Target sequence (Q8TCT1 whole entry, looked up): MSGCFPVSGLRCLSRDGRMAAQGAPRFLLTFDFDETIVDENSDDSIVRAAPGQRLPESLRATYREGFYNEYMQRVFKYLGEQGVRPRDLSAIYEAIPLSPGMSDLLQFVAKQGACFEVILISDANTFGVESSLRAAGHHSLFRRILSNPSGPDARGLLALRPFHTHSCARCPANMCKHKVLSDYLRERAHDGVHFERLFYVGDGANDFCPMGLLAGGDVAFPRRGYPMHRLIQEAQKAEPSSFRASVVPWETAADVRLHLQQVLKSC
UBC9 SUMO inh = inhibitors of human SUMOylation (UBC9); HTRF SUMOylation assay, SAE1/SAE2 + UBC9, in vitro; inhibition, % at 35 µM; 290,000 tested, 0.36% active; AID 2006; in the data active = inhibition above about 50%, passing the limit was not always enough; also: strong numbers were not always called active
Target sequence (P63279 whole entry, looked up): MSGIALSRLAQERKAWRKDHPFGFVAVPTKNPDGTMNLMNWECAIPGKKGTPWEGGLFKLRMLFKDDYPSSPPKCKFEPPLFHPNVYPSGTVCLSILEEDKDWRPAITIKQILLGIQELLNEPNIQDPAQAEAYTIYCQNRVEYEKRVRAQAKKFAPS
IMP-1 inhibitor = blocks Pseudomonas aeruginosa IMP-1 metallo-beta-lactamase | 290,000 tested, 0.45% active | purified IMP-1, nitrocefin hydrolysis, epi-absorbance fluorescence | AID 1556 | inhibition, % at 5.6 µM;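 active = inhibition above the mean plus 3 SD of all compounds in the same screening run, cut at about 4.5% in these data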;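 also: 0% = IMP-1 with DMSO and 100% = DMSO wells lacking enzyme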
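system = purified recombinant IMP-1 beta-lactamase | amount = 0.2 nM IMP-1, as dispensed | medium = HEPES buffer pH 7.1 with ZnSO4 and Brij 35 | times = 25 °C, 15 min preincubation, 25 min reaction | detection = plate fluorescence quenching by hydrolysis product, ex 480/em 530 nm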
NS3 helicase inh = inhibitors of Hepatitis C virus NS3 helicase. NS3 helicase DNA unwinding, Cy5 molecular beacon fluorescence. inhibition, % at 10.9 µM. 290,000 tested, 0.56% active;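 active = inhibition above the mean of all tested compounds plus 3 SD, set per campaign, cut at about 35% in these data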;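 also: 0% = DMSO wells and 100% = thioflavine S control wells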
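assay system = NS3 helicase fragment of HCV | buffer or medium = MOPS pH 6.5, MgCl2, DTT, Tween20, BSA | timing = 60 min unwinding reaction at 25 °C after ATP addition | signal = Cy5 beacon fluorescence read at start and 1 h | read-out basis = % inhibition of unwinding | control set = low DMSO, high thioflavine S at 110 µM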
MEKK3 PB1 HTS = MEKK3-MEK5 PB1 interaction, increase or decrease. 290,000 tested, 1.4% active. Q99759. bead-based flow cytometry, Alexa488-MEK5 binding to MEKK3; actives lie on both sides; 0 = blocked by unlabeled MEK5, 100 = vehicle. binding response (% of control), % at 10 µM;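 active = binding response more than 3 SD above or below the average of its plate-row segment, actives on both sides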;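 also: Alexa488 bead fluorescence after subtracting the streptavidin-only scavenger bead signal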
Target sequence (Q99759 whole entry, looked up): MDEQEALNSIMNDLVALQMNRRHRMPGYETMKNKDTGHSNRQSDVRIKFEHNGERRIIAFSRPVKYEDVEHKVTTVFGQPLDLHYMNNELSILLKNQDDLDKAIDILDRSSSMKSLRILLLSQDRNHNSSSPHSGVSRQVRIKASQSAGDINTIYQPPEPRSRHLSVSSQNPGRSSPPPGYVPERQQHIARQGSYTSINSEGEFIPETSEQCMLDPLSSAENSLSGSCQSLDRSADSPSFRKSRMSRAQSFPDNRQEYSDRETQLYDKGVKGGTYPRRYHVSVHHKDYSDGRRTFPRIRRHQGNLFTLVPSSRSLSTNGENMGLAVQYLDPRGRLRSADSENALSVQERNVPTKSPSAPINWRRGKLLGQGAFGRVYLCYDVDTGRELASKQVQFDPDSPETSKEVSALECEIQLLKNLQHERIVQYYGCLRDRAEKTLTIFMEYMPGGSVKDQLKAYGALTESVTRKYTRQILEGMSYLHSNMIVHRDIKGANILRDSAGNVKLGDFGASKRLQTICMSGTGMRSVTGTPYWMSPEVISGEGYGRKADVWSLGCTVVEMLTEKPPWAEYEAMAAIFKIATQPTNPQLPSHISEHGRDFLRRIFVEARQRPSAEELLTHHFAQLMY
DNA FID counter = fluorescent intercalator displacement, NS3 helicase counter-screen. inhibition, % at 7.9 µM. DNA fluorescent intercalator displacement, fluorescence. AID 1845. 290,000 tested, 0.17% active; in the data active = inhibition above about 37%;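 also: 0% = vehicle and 100% = reference compound; higher means more ethidium bromide displaced from hairpin DNA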
p-CIP stab down = compounds decreasing mouse p/CIP protein stability; Q05BA5; F442A p/CIP-EGFP cells, EGFP fluorescence, 16 h; decrease of EGFP signal, % at 10 µM; 290,000 tested, 0.01% active; AID 1984;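 active = EGFP signal decrease of at least 30% at 10 µM or well 3 SD below plate mean, unless failing retest; inactive = the rest, including hits failing retest or dose response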; also: some compounds called inactive have numbers as strong as hits; many of its hits are not listed in these tables
Active calls of the source: *; / = no result given; [ ] = remark or other dose. The list is partial, so the mix of outcomes need not match the whole.

molecule	IDE act	VIM-2 inhibitor	PHOSPHO1 inh	UBC9 SUMO inh	IMP-1 inhibitor	NS3 helicase inh	MEKK3 PB1 HTS	DNA FID counter	p-CIP stab down
CCOc1ccccc1C(=O)Nc1ccccc1-c1ccccc1	-1	-1.3	-12	-6	-2.2	-13	96	-25	-5
Cc1ccc(SCC(=O)Nc2ccccc2C(=O)O)cc1	-8	-4.6	-15	12	-4.3	-2	91	-16	9
Cc1sc2ncnc(SCC(=O)N3CCCC(C(F)(F)F)C3)c2c1C (stereo not given)	-1	2.3	36	9	0.0	4	100	-22	-14
O=C(CCn1c(=O)sc2ccccc21)NCc1ccc2c(c1)OCO2	5	-2.7	-11	-16	-0.1	-1	104	-3	-6
CCOC(=O)c1oc2ccc(Br)cc2c1NC(=O)CN1CCN(C)CC1	2	9.8*	6	22	4.0	-17	98	17	-5
CC(=O)N1N=C(C)CC1c1ccc(O)cc1 (stereo not given)	0	-1.4	0	0	-0.8	-5	78	3	2
COc1ccc(NCc2nnc(SCC(=O)NNC(=O)c3ccc(C)cc3)n2C)cc1	3	-1.9	-80	4	-3.3	7	98	-11	-7
CSc1nc(C)cc(Oc2ccc(=O)[nH]n2)n1	2	-1.2	0	-15	-0.1	-19	102	-5	1
O=C(NCc1nc(-c2ccccc2)cs1)c1ccccc1	-4	-1.6	20	12	-2.0	1	101	-10	-10
CN(C)S(=O)(=O)c1cccc(NC(=O)COC(=O)c2cc(-c3cccc(Br)c3)nc3ccccc23)c1	-3	0.3	-2	-21	-1.9	-2	111	4	-1
O=C(CSc1nc2c(cnn2-c2ccc(F)cc2)c(=O)[nH]1)N1CCOCC1	10	-4.4	16	26	-2.4	1	116	-7	3
Cn1nc(CC(=O)Nc2ccc(N3CCN(C(=O)OC(C)(C)C)CC3)cc2)c2ccccc2c1=O	0	-0.8	-7	2	-4.0	0	/	-25	-5
O=C(Cc1cccc2ccccc12)NN1C(=O)CSC1=S	0	-3.0	17	6	-0.4	31	103	-4	-3
O=C(NC1CCCCC1)c1nc2c(nnn2Cc2ccccc2Cl)c(=O)[nH]1	9	-0.7	-15	16	0.1	10	86	-7	-16
Cc1oc(-c2ccc(Cl)cc2)nc1CN1CCC(C(=O)NCCCN2CCCC(C)C2)CC1 (stereo not given)	2	-0.4	36	/	-0.1	-26	103	28	1
CCCNS(=O)(=O)c1ccc(OCC(=O)N2CCOCC2)cc1	5	-2.9	-1	4	-5.5	3	69*[inhibitor]	-3	2
CCOc1ccc(S(=O)(=O)NCCC(=O)OCC(=O)Nc2cc(C)on2)cc1	5	1.9	33	-3	1.0	-8	58	-16	-7
COc1ccc(NC(=O)CNC(=O)Cc2ccccc2)cc1OC	0	-1.9	40	0	-2.5	-2	101	-3	0
N#Cc1ccc(C(=O)Nc2nc3ccccc3[nH]2)cc1	0	-2.7	27	9	-3.9	4	106	-7	-10
CC(=O)c1ccc(S(=O)(=O)NCc2ccc(C(=O)NCC(c3ccccc3)N(C)C)cc2)cc1 (stereo not given)	1	-2.9	22	6	-1.6	-53	104	4	6
O=C1C[C@@H](c2ccc(O)cc2)Oc2cc(O)cc(O)c21	-4	-3.2	4	6	-3.2	3	98	-1	-5
O=C1C(=O)N(c2cccc(Cl)c2)C(c2ccccc2[N+](=O)[O-])/C1=C(\O)c1ccccc1 (stereo not given)	-5	-1.1	9	3	-0.9	4	103	-2	-6
CN(C)S(=O)(=O)n1cc(/C=C(\NC(=O)c2ccccc2Cl)C(=O)NCCCN2CCOCC2)c2ccccc21	3	-1.2	43	17	-1.7	-81	104	19	-7
CCOc1ccccc1NC(=O)c1nc(S(=O)(=O)Cc2ccccc2)ncc1Cl	0	-0.7	44	12	-0.5	5	109	-26	-13
C/C(=N\NC(=O)c1sccc1C)c1ccncc1	6	-2.3	46	9	-4.2	4	100	-9	-29

3 of the entries above in order of their number in VIM-2 inhibitor, falling.
Compound | IDE act | VIM-2 inhibitor | PHOSPHO1 inh | UBC9 SUMO inh | IMP-1 inhibitor | NS3 helicase inh | MEKK3 PB1 HTS | p-CIP stab down
CCOc1ccc(S(=O)(=O)NCCC(=O)OCC(=O)Nc2cc(C)on2)cc1 | 5 | 1.9 | 33 | -3 | 1.0 | -8 | 58 | -7
CCOc1ccccc1NC(=O)c1nc(S(=O)(=O)Cc2ccccc2)ncc1Cl | 0 | -0.7 | 44 | 12 | -0.5 | 5 | 109 | -13
O=C(NCc1nc(-c2ccccc2)cs1)c1ccccc1 | -4 | -1.6 | 20 | 12 | -2.0 | 1 | 101 | -10

Carrying on.
molecule	IDE act	VIM-2 inhibitor	PHOSPHO1 inh	UBC9 SUMO inh	IMP-1 inhibitor	NS3 helicase inh	MEKK3 PB1 HTS	DNA FID counter	p-CIP stab down
NC(=O)C1CCN(C(=O)C2CCC(=O)N(C3CCCCCC3)C2)CC1 (stereo not given)	-1	-4.4	5	-1	-4.9	-5	104	-1	5
CCOC(=O)c1cc2[nH]c3ccccc3c2[n+](-c2ccc([N+](=O)[O-])cc2)c1C	0	-2.7	-5	10	-0.5	6	98	11	-6
Cc1ccsc1/C=N\NC(=O)c1ccc2c(c1)OCO2	-3	-4.3	-1	-1	-3.1	9	99	3	-6
COC(=O)c1cccc(NC(=O)c2cccc(OC)c2)c1	4	1.5	7	18	4.2	-7	92	-8	-2
Cc1nn(Cc2c(Cl)cccc2Cl)c(C)c1NC(=O)c1cc(C(C)C)on1	5	-2.6	-18	0	1.6	-8	101	-29	-3
COc1ccc(C)cc1NC(=O)NCc1ccc(F)cc1	4	-1.3	10	0	-2.6	0	104	-9	-5
Nc1nc(C23CC4CCC(CC(C4)C2)C3)cs1	3	-1.8	0	17	-2.7	-17	84	0	2
COc1ccc(OC)c(S(=O)(=O)N(C)CC(=O)Nc2ccc3c(c2)OCCO3)c1	2	-2.4	-2	0	-2.6	3	103	-14	-5
O=C(NCCc1ccccc1)C1CCN(C(=O)c2sccc2-n2cccc2)CC1	4	1.0	6	-12	-3.3	-3	100	-14	-12
COc1cc(CCC(=O)NCc2ccc(S(N)(=O)=O)cc2)cc(OC)c1OC	4	-2.7	9	19	-3.2	6	96	-9	-10
O=C(Nc1ccccc1F)NC1CCN(Cc2nnnn2Cc2ccc(F)cc2)CC1	0	0.9	11	13	-2.2	4	100	-12	-2
CCC(C)(C(=O)NC1CCCC1)N(Cc1cccs1)C(=O)c1ccc2c(c1)OCO2 (stereo not given)	2	-3.2	-24	19	-0.2	17	100	-31	-6
COc1ccc(CCNC(=O)COc2ccc(S(=O)(=O)N3CCCC3)cc2)cc1	3	-3.6	-5	6	-1.6	1	94	-13	14
COc1ccc(S(=O)(=O)N2CCN=C2SCc2cccnc2)cc1	7	-1.8	6	24	-1.0	-9	102	-19	-10
N#Cc1c(N)sc(=S)c2c1CCCCC2	5	4.8	31	26	1.4	9	99	6	-8
CC(C)(C)C(=O)Nc1sc2c(c1C#N)CCN(Cc1ccccc1)C2	-5	-0.3	-6	22	-0.8	20	99	-18	-36
CCOc1cc(C(=O)Nc2ccccc2N2CCOCC2)ccc1OCC(=O)N1CCCCC1	1	-1.5	28	-2	-2.6	1	96	-33	3
COC(=O)Nc1ncc(CN2CCC(c3ccccc3)CC2)s1	-3	-1.4	-4	11	-1.6	-2	115	0	-11
O=C1CC(c2ccccc2)CC(O)=C1C=NCCN1CCN(C(=O)Nc2ccccc2)CC1 (stereo not given)	-5	-2.6	-15	-28	-1.9	-4	100	-27	6
CCN(CC)S(=O)(=O)c1ccc(S(=O)(=O)N(CC(=O)Nc2ccccc2)CC2CCCO2)cc1 (stereo not given)	9	0.9	/	/	-2.5	8	92	-3	/
CN(C)C(=O)Cn1cnc2c(cnn2-c2ccccc2Cl)c1=O	-1	-0.9	13	14	-2.8	-3	102	-1	-5
CC(=O)NCCOc1nc(N(C)C)nc(N2CCCCC2)n1	5	1.1	18	5	-0.6	4	93	-7	-2
O=C(CSc1nccn1-c1cccc(Cl)c1)Nc1ccc2c(c1)OCCO2	3	-0.2	74*	11	-4.2	-16	96	-20	-13
N#CCSc1nccc(/C=C/c2ccccc2)n1	-6	-3.3	-20	-6	-1.8	-7	84	-1	0
Cc1nc2c3c(sc2c(=O)[nH]1)NC(=O)CC3c1ccccc1Cl (stereo not given)	3	-0.2	-11	3	-1.1	9	97	-2	8

molecule	IDE act	VIM-2 inhibitor	PHOSPHO1 inh	UBC9 SUMO inh	IMP-1 inhibitor	NS3 helicase inh	MEKK3 PB1 HTS	DNA FID counter	p-CIP stab down
Cc1noc(C)c1C(=O)N1CCN(CCc2ccccc2)CC1	4	2.3	0	12	1.1	0	101	0	-23
Cc1cccc(CN2CCC(C(=O)Nc3ccc(-n4nc(C)cc4C)cc3)CC2)n1	4	-5.6	16	6	-4.7	0	99	13	6
CCN(C(=O)CCS(=O)(=O)c1cccc2nonc12)c1ccc(C)c(C)c1	2	-1.3	22	14	-2.2	-4	103	-32	-9
O=C(Cc1ccccc1)NNC(=O)Nc1cccc(Cl)c1	3	-4.6	23	23	-2.0	0	107	1	-1
COc1ccc(NC(=O)O/N=C/c2c(C)nn(C(C)(C)C)c2C)cc1	0	-4.3	17	-12	-2.0	-6	101	-39	-2
Cc1coc(C)c1C(=O)CC1(O)C(=O)Nc2cc(Cl)cc(Cl)c21 (stereo not given)	4	-1.8	-10	4	-2.0	-16	100	-6	-11
COc1ccc(C)cc1NC(=O)CSc1nc2scc(C)c2c(=O)[nH]1	3	2.6	30	-7	-0.7	-2	94	-40	-6
CCOC(=O)c1c(C)oc2ccc(OCc3cc(C(=O)OC)oc3C)cc12	1	-2.8	4	-4	-2.6	20	98	-6	12
CCN1C(=O)C2(SC(NC(C)=O)=NN2C(C)=O)c2cc(C)ccc21 (stereo not given)	-2	-6.8	33	12	-1.3	-2	106	-11	-4
Cc1nc(C)c(C(=O)N/N=C/c2cc(Br)ccc2O)s1	-4	1.4	10	9	-2.0	-5	99	-5	-7
CCN(c1ccccc1)S(=O)(=O)c1ccc2c(c1)CCCN2C(C)=O	1	-3.0	14	0	-3.6	-3	97	-31	-4
COc1cc(NC(=O)c2cc(OC)c(OC)c(OC)c2)c(OC)cc1NC(=O)CN1CCCCC1	0	-2.8	28	15	-4.2	-6	98	8	-8
C/C(CCc1ccccc1)=N\NC(=O)COc1ccccc1C	5	-3.6	34	-3	-2.1	-12	102	-5	-24
Cn1c(C(=O)c2ccccc2)nc2ccccc21	1	0.1	5	0	-1.1	7	100	-3	11
O=C(N/N=C/c1cn(-c2ccccc2)nc1-c1ccc2c(c1)OCCO2)c1ccncc1	26*	-3.0	18	13	-1.2	-8	83	-18	0
CCOc1ccccc1NC(=O)Nc1cccc(NC(C)=O)c1	1	-2.0	-29	3	-2.6	2	110	-4	5
O=C(CSc1nnc2scc(-c3ccccc3)n12)Nc1nsc(-c2ccc(Cl)cc2)n1	2	-3.2	/	/	-2.1	2	97	-5	/
COc1cccc(N(C(=O)CNC(=O)c2ccco2)C(C(=O)NC2CCCCC2)c2ccncc2)c1 (stereo not given)	-2	-2.3	-10	5	-2.1	-2	107	-4	-9
CCN(CC(=O)Nc1cccc(OC)c1)CC(=O)Nc1ccc(Br)c(C)c1	-4	-4.7	42	-30	-4.0	-41	105	-17	-12
